# Bioassay records: PubChem BioAssay, several laboratories
# NPR1 activator – GC-A (human) enzyme activation; AID 1671463; P16066; activation, % at 10 µM; 370,000 compounds, 0.14% hits; HEK293 GC-A cells, cGMP TR-FRET, EC30 ANP; 0% at EC30 ANP, 100% saturating ANP; in the data active means activation above about 40%
# Target sequence (P16066 whole entry, looked up): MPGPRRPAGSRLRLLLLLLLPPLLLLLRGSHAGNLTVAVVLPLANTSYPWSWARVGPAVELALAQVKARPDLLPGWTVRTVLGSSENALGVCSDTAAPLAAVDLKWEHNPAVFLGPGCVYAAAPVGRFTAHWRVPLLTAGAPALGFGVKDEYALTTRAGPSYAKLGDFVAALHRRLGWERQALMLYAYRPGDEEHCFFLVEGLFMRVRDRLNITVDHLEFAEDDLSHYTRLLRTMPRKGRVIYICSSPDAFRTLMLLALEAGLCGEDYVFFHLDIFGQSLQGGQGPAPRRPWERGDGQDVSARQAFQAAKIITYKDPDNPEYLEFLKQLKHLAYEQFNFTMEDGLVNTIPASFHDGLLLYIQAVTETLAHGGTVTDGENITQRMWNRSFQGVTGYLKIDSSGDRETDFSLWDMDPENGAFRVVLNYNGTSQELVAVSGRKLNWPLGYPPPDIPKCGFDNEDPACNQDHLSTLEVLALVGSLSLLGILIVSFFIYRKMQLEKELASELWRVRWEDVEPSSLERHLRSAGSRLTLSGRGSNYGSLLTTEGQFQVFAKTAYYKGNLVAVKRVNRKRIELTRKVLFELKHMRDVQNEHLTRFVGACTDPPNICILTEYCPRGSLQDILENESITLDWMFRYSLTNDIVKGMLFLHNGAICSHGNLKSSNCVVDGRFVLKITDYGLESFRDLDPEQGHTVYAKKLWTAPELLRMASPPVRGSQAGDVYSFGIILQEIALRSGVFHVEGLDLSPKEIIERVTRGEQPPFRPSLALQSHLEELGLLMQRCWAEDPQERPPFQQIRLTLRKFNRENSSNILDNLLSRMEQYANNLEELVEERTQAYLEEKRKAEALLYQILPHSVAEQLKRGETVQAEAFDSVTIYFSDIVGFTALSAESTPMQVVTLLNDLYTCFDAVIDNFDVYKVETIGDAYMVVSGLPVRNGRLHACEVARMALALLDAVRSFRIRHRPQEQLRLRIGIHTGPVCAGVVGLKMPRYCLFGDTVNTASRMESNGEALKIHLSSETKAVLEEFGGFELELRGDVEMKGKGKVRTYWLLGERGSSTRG
# UHRF1 MBD2 ctr – UHRF1 methyl-DNA binding inhibition; UHRF1 binding to methylated oligo, TR-FRET; inhibition, % at 4.4 µM; 370,000 compounds, 0.75% hits; AID 687016; in the data active means inhibition above about 21%;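 further: UHRF1 SRA domain binding a hemimethylated CpG hairpin DNA probe; 0% = median of test compound wells and 100% = reference inhibitor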
# rCAG binder – r(CAG) repeat RNA binding; 370,000 compounds, 1.3% hits; AID 651821; TO-PRO-1 dye displacement fluorescence; inhibition, % at 3 µM;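 active means inhibition above the plate cutoff, the mean of all test compounds on that plate plus 3 SD, cut at about 35% in these data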;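 further: 0% = DMSO alone and 100% = 100 µM mitoxantrone as full dye displacement; higher means more dye released from RNA so lower well fluorescence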
# PRMT1 inh – inhibitors of human PRMT1 | recombinant PRMT1, activity-based probe fluorescence polarization | inhibition, % at 2.79 µM | 370,000 compounds, 1.3% hits;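 active means inhibition above about 21% made by adding two undisclosed values, limit read from the data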
# mABHD4 FP – ABHD4 (mouse) inhibition, primary FP screen. purified mABHD4, FP-Rh probe fluorescence polarization. inhibition, % at 8.92 µM. 370,000 compounds, 0.54% hits;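 active means inhibition exceeding the mean over every tested compound plus 3 SD, cut at about 30% in these data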;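 further: 0% = plate median of compound wells and 100% = S159A mutant with DMSO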
#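 Assay system: mABHD4 protein; medium: HEPES pH 7.0, NaCl, Pluronic buffer; dosing: 8.92 µM, single dose; schedule: 45 min + 60 min at 25 °C; signal: FP readout, ex 525 nm / em 598 nm; read-out: normalized percent inhibition of probe labeling; repeats: single replicate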
# HTRA1 inhibitor – HTRA1 (human) protease inhibition; inhibition, % at 5.96 µM; 340,000 compounds, 0.5% hits; AID 504803; recombinant HTRA1, FP-rhodamine activity-based probe, fluorescence polarization; Q92743; in the data active means inhibition above about 36%;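 further: 0% = enzyme with DMSO and 100% = wells lacking enzyme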
# MBD2 inh – inhibitors of human MBD2 binding to methylated oligonucleotide; TR-FRET; 370,000 compounds, 0.31% hits; Q9UBB5; inhibition, % at 4.4 µM; in the data active means inhibition above about 13%
# TCR-CD3 inh – human TCR-CD3 binding inhibition. TAMRA-labeled TCR probe fluorescence, biochemical. 360,000 compounds, 0.37% hits. inhibition, % at 9.4 µM. AID 651800; in the data active means inhibition above about 19%;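 further: recombinant mutant TCR 2C K166C tagged with TAMRA read by polarization; 0% = receptor in buffer alone and 100% = receptor with positive control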
# SIAE inh – inhibitors of human sialic acid acetylesterase SIAE | Q9HAT2 | inhibition, % at 9.66 µM | 370,000 compounds, 0.69% hits | SIAE FP-Rh probe binding, fluorescence polarization;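 active means inhibition above a cutoff: mean of compounds within the control limits plus 3 SD of those, cut at about 17% in these data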;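 further: 0% = plate median of compound wells and 100% = probe without SIAE protein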
# NPR2 activator – GC-B (human) receptor activation. P20594. HEK293-GC-B cells, CNP EC30, cGMP TR-FRET; 0% at EC30 CNP, 100% saturating CNP. activation, % at 10 µM. 370,000 compounds, 0.11% hits;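 active means activation at 10 µM reaching about 35% in either raw or pattern-adjusted values, limit read from the data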
# Starred values were filed as active, the others as inactive; x = not tested or not shown.
SMILES,NPR1 activator,UHRF1 MBD2 ctr,rCAG binder,PRMT1 inh,mABHD4 FP,HTRA1 inhibitor,MBD2 inh,TCR-CD3 inh,SIAE inh,NPR2 activator
O=C(O)C1CCCCC1C(=O)Nc1ccc(S(=O)(=O)N2CCCC2)cc1 (centres undefined),-1,-2,6,-3,-2,-9,-2,5,5,-6
COc1ccc(C(=O)COC(=O)c2cc([N+](=O)[O-])ccc2N2CCOCC2)c(OC)c1,5,4,7,7,-4,-21,-4,-2,0,3
c1cc2c3c(cccc3c1)NC1(CCCCC1)N2,6,-5,13,-1,-1,32,0,3,30*,-3
CCc1ccc(C(=O)NNc2ccc(Cl)cc2)cc1,1,11,-2,4,-5,-4,-1,-8,4,-3
c1ccc(C2=Nc3c(ccc4ccccc34)C(c3ccncc3)=NN2)cc1,-10,0,2,-5,4,-3,0,7,1,-2
COc1ccc(CCNS(=O)(=O)c2c(C)[nH]c(C)c2C(=O)N2CCCCC2)cc1OC,1,2,-4,-1,9,3,5,3,3,6
O=C(N/N=C/c1cccc2ccccc12)C(=O)N1CCCC1,-1,-6,1,-1,1,-7,-7,0,0,-8
CCc1cc(OCCOCCN(C)C)ccc1Cl,-3,1,-1,-2,15,11,1,6,-1,-4
CC(C)(C)N=C1NN=C(c2cc3ccccc3o2)CS1,0,-4,15,3,18,0,-6,5,6,-7
O=C(Nc1cccc(C(F)(F)F)c1)NC1CCCCC1,-4,-1,-2,-2,-10,-17,3,0,6,1
CC(C)OC(=O)CSc1nnc(-c2ccccn2)n1C,2,0,-2,-3,2,4,-3,5,18*,7
OCC[C@H]1C[C@@H](O)[C@H](O)[C@@]2(Cc3ccccc3CCO2)O1,5,-2,5,0,1,8,-1,-3,2,2
N#Cc1ccc(-c2nc3ccc(Cl)cn3c2Cc2ccsc2)cc1,2,0,14,3,1,x,0,4,5,-1
CC(=O)c1nn(-c2ccccc2)cc1C(=O)c1ccc(C)cc1,7,9,-11,2,4,x,5,-6,-6,7
CC(=O)NC(NC(=S)Nc1cccc(Br)c1)C(Cl)(Cl)Cl (centres undefined),-3,0,9,-2,0,-8,-2,1,-1,3

# Next section; the last five above are carried over.
SMILES,NPR1 activator,UHRF1 MBD2 ctr,rCAG binder,PRMT1 inh,mABHD4 FP,HTRA1 inhibitor,MBD2 inh,TCR-CD3 inh,SIAE inh,NPR2 activator
CC(C)OC(=O)CSc1nnc(-c2ccccn2)n1C,2,0,-2,-3,2,4,-3,5,18*,7
OCC[C@H]1C[C@@H](O)[C@H](O)[C@@]2(Cc3ccccc3CCO2)O1,5,-2,5,0,1,8,-1,-3,2,2
N#Cc1ccc(-c2nc3ccc(Cl)cn3c2Cc2ccsc2)cc1,2,0,14,3,1,x,0,4,5,-1
CC(=O)c1nn(-c2ccccc2)cc1C(=O)c1ccc(C)cc1,7,9,-11,2,4,x,5,-6,-6,7
CC(=O)NC(NC(=S)Nc1cccc(Br)c1)C(Cl)(Cl)Cl (centres undefined),-3,0,9,-2,0,-8,-2,1,-1,3
CC(=O)N1CCN(c2ccc(N3CCN(Cc4ccccc4)[C@@H](C)C3)c(C)c2)[C@H](C)C1,-5,3,0,5,7,x,2,1,10,4
COc1ccc(CCCc2n[nH]c(=S)o2)c(C)c1,0,0,0,1,-1,2,2,8,4,4
COCOCCn1cc(CN2CCS(=O)(=O)N(Cc3ccc(-c4ccc(OC)nc4)cc3)C(C)C2=O)nn1 (centres undefined),3,-2,3,-1,-6,1,-1,4,3,1
O=C(NN1C(=O)NC2(CCCCC2)C1=O)c1cc2ccccc2o1,2,-2,5,-2,5,0,-3,1,-2,-4
Cc1cccc(Nc2nnc(SC3CCOC3=O)s2)c1C (centres undefined),14,11,-2,-2,7,0,0,4,-2,7
Nc1nnnn1/N=C/c1cccc(OCc2ccccc2Cl)c1,-4,2,8,9,-22,-16,5,-12,3,2
O=S(=O)(Nc1ccc2ccccc2c1)c1ccccc1,-4,1,2,5,0,-11,8,-3,6,-2
CCOc1ccc(N(CC(=O)NC2CCCCC2)C(=O)CCCC(=O)Nc2ccccn2)cc1,0,1,-6,0,-2,-3,0,6,2,-1
CC1(C)CC(=O)C2=C(C1)Nc1cc(C(=O)c3ccccc3)ccc1NC2c1ccccn1 (centres undefined),2,-2,0,-3,-3,4,-4,3,8,-3
COc1ccc(Nc2cc(=O)n(C3CCCCC3)c(=O)[nH]2)c(OC)c1,2,-1,7,-2,2,3,0,1,-5,7
CCCCCC(=O)Nc1cc(S(=O)(=O)N2CCOCC2)ccc1N1CCCC1,-3,2,-5,3,-15,2,8,4,-7,-3
c1ccc(Cc2nc3ccccc3[nH]2)cc1,-2,-1,1,0,-1,-2,-7,12,-3,0
COc1ccc(NC(=O)C(C)N2C(=O)C3CC=C(Cl)CC3C2=O)cc1 (centres undefined),2,0,3,3,5,3,-1,3,-3,4
O=S(=O)(Nc1cccnc1)c1ccccc1,-4,5,4,1,0,4,-3,1,3,3
O=C(NCc1cccc(Cl)c1)c1cccnc1,2,-1,0,0,-3,6,2,5,0,8
CN(C(=O)C(C)(C)C)C1c2c(ccc3ccccc23)OCC1CO (centres undefined),5,-2,-7,-3,-2,-7,-3,2,-6,2
CCOC(=O)c1c(NC(=O)COC(=O)Cn2c(C(F)(F)F)nc3ccccc32)sc(C)c1C,2,-1,1,-2,2,-4,-6,4,3,4
COC(=O)Cc1nnc(SCC(=O)Nc2ccccc2)c2ccccc12,15,0,2,-1,-4,-4,-2,14,4,13
O=C(NCCc1ccccc1)C1CCCN1C(=O)Nc1ccccc1 (centres undefined),-2,-2,3,0,-1,6,2,4,-5,10
CC(C)CN1C(=O)[C@]2(CC(=O)N(C)C2c2ccccc2)c2cc(-n3cc(C4=CCCCC4)nn3)ccc21 (some centres undefined),-2,-1,4,0,4,x,-1,x,5,13
CCOC(=O)N1CCN(C(=O)N2CCOCC2)CC1,1,0,-2,2,2,2,0,-7,-8,6
CS(=O)(=O)N(CC(=O)N1CCc2ccccc2C1)Cc1ccccc1,-2,0,-9,2,-3,-2,3,4,-1,-4
CCOc1ccc(C(=O)NCC(=O)Nc2ccncc2)cc1OCC,-1,0,-1,2,-2,7,-2,-3,4,2
Fc1ccc(CSc2ccc3nnc(-c4cccs4)n3n2)cc1,5,-3,1,3,3,-5,0,5,-5,3
Cc1cc(C(=O)CN2C(=O)NC3(CCCCC3)C2=O)c(C)n1Cc1ccc2c(c1)OCO2,1,-2,-4,2,0,-15,-3,9,-2,0
CCCCC[C@H](C)N1C[C@@H](COCc2ccccc2)Oc2cc(N3CCC[C@H]3COC)ccc2S1(=O)=O,1,-1,5,-6,-1,x,2,-6,5,7
Cc1ccc(C(=O)NCCSCc2ccccc2)cc1[N+](=O)[O-],2,-4,0,0,-3,0,-7,3,7,-4
CCCc1cc(=O)n2[nH]c(-c3ccc(Br)cc3)cc2n1,2,-1,3,-3,-11,-17,6,2,0,-6
CC(=O)c1ccc(Nc2ccc([N+](=O)[O-])c3nonc23)cc1,3,-21,6,5,-13,7,-19,-15,-9,-4
CCC(=O)N1CCN=C1SCc1ccc(Cl)cc1,2,-2,-5,-3,-6,-3,-8,6,8,1
CCc1cccc(C)c1NC(=O)COC(=O)c1cc([N+](=O)[O-])ccc1N1CCOCC1,-6,1,-2,-3,5,4,-2,1,19*,0
Nc1cc2c(cc1Cl)-c1ccccc1C2=NO,7,-4,14,4,6,14,4,3,-2,-6
CCOc1ccc(NC(=O)CS(=O)CC(=O)NC2CCCc3ccccc32)cc1 (centres undefined),2,-2,-4,-4,1,3,-6,7,7,4
COc1nc(Oc2ccc(/C=N/O)cc2)nc(N(C)C)n1,-3,0,-2,0,4,-3,-1,5,5,-1
NNC(=O)c1ccc(-c2ccccc2F)cc1,7,-1,1,3,-17,-14,2,-9,-11,2
CCC(C)n1c(=S)[nH]c2ccccc2c1=O (centres undefined),0,-1,-2,-3,-4,-4,-3,-1,-4,-1
O=C(Cc1cccc2ccccc12)Nc1ccc(OC(F)F)c(Cl)c1,0,-3,11,-1,-58,-32,-2,0,-39,1
CC1=CC=CN2CC(O)CN=C12 (centres undefined),-8,2,-1,-2,-6,2,2,5,0,-2
Cc1cnc(NC(=O)C(C)N2CCN(C)CC2)s1 (centres undefined),4,1,1,-2,16,-3,-2,1,-3,3
CCOc1ccccc1CNS(=O)(=O)c1cnc[nH]1,-2,2,0,-2,2,6,0,-2,11,2
Cc1nn(C)cc1C1C2=C(CC(C)(C)CC2=O)OC2=C1C(=O)CC(C)(C)C2,1,-2,-7,4,0,1,1,-5,-4,2
COCCN(C(=O)COC(=O)/C=C/c1ccc(C)o1)c1c(N)n(Cc2ccccc2)c(=O)[nH]c1=O,-1,-1,1,4,1,-1,0,5,1,4
O=C(CN1CCc2ccccc2C1)N1CCN(S(=O)(=O)c2ccccc2)CC1,-1,2,-5,-3,2,-1,0,1,6,-4
O=C(CSc1ccccc1F)NCCCN1CCCC1=O,5,4,-7,-2,-3,6,-2,-4,-1,4
CCCCNc1c(-c2cccc(Sc3ccc(OC)cc3)c2)nc2ccccn12,4,3,-4,4,16,-9,5,5,15,0
CSc1cccc(NC(=O)C2CCCN(S(C)(=O)=O)C2)c1 (centres undefined),1,-1,1,-1,5,-1,0,-1,-8,0
O=C(COC(=O)c1cccc(S(=O)(=O)N2CCc3ccccc32)c1)Nc1ccc(Cl)cn1,-1,3,3,1,5,-11,-1,1,-14,6
CCCN1CCN(S(=O)(=O)c2ccc3c(c2)NC(=O)C(C)C(=O)N3)CC1 (centres undefined),4,-1,3,-1,10,5,1,7,7,3
COc1ccc2[nH]c3nc(SCC(=O)Nc4ccc5c(c4)OCO5)nnc3c2c1,2,2,3,2,-1,-2,-4,3,-13,2
O=C(NN1C(=O)/C(=C/C=C/c2ccccc2)SC1=S)c1ccncc1,2,-12,29,6,-13,0,-5,-5,0,-5
Cc1c(C(=O)N2CCOCC2)sc(NC(=O)c2ccc3c(c2)OCO3)c1C#N,4,0,4,0,2,3,4,-4,-5,6
O=C(CCC(=O)OCc1cccc(C(=O)Oc2ccccc2)c1)Nc1cccc2ccccc12,1,-1,3,-1,-9,-17,6,0,-1,1
O=C(Nc1cccnc1)C1CCCN1S(=O)(=O)c1ccc(Cl)c(Cl)c1 (centres undefined),-7,3,-3,2,3,-3,5,-6,-4,-5
O=C(Nc1ccccc1N1CCCCC1)c1cc(S(=O)(=O)N2CCOCC2)ccc1F,-7,3,4,-5,-10,-26,-4,-3,-5,-9
Cc1ccc(C2CC(c3ccccc3OC(F)F)Nc3ncnn32)cc1 (centres undefined),2,3,-1,5,3,-6,5,8,5,-2
COc1ccc(NC(=O)CCNC(=O)c2ccccc2)cc1S(N)(=O)=O,1,1,-3,3,7,-1,6,-5,2,0
Cc1ccc(-c2cnn(-c3cccc(C(F)(F)F)c3)c2N)cc1,2,-1,-2,-1,-3,-5,-5,2,9,0
CCOC(=O)c1ccc(NC(=O)Cc2cccs2)cc1,0,0,-1,2,-5,-7,-1,-2,2,3
COc1ccc(NC(=O)CCN2CCN(S(=O)(=O)c3ccc(F)cc3)CC2)cc1,-5,3,-4,-1,2,10,-4,-6,2,-2
Cc1cc(=O)n2[nH]c(-c3sccc3-n3c(C)ccc3C)cc2n1,-1,15,18,9,16,x,4,-7,5,-4
CC1(Cc2ccccc2C#N)C(=O)Nc2ccc(OC(F)(F)F)cc21 (centres undefined),-9,0,-3,0,3,x,-4,3,2,-11

# A portion of the library. The share of hits here may be higher or lower than overall.
